Source: PubChem (Broad Institute)
T cruzi HTS = intracellular Trypanosoma cruzi inhibition | 22,000 compounds, 4.9% hits | intracellular Trypanosoma cruzi in host cells, plate reader | activity score (inhibition), % at 5.01 µM; in the data active means activity score above about 55%; inconclusive means no clear call, values can overlap the other calls;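 further: parasites and compound incubated about four days before reading; 0% = median of neutral control wells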
INS-1E ATP HTS = rescue of cytokine-induced death in INS-1E beta cells; INS-1E cytokine-induced death, ATP luminescence, 48 h; normalised: neutral wells 0, positive control 100; protection from cytokine-induced ATP loss, % at 10 µM; 20,000 compounds, 0.1% hits; AID 488910;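 active means mean replicate protection from cytokine-induced ATP loss at least 50% and at least 75% of replicates each reaching 50%; inconclusive means meets only one of the two criteria, mean or replicate share; inactive means fails both the mean and replicate share criteria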
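Assay system – rat INS-1E insulinoma cell line · Quantity – 8000 cells per well · Buffer or medium – RPMI without phenol red, 5% FBS · Schedule – 48 h co-treatment, 10 min post-lysis read · Technique – luminescent ATP assay (CellTiter-Glo)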
* hit, by the source's call; ? = inconclusive; / = no result given.

Start of the data: the first 6 entries, ahead of the listing:
Under each structure: T cruzi HTS, INS-1E ATP HTS
> C[C@@H]1CN([C@@H](C)CO)C(=O)c2cc(NC(=O)Cc3ccccc3)ccc2O[C@@H]1CN(C)S(=O)(=O)c1cccs1
    22, 0
> C[C@H]1CN([C@@H](C)CO)C(=O)c2cc(NS(=O)(=O)c3ccc(Cl)cc3)ccc2O[C@H]1CN(C)S(=O)(=O)c1ccccc1
    12, -22
> C[C@@H]1CN([C@H](C)CO)C(=O)Cc2cc(N(C)C)ccc2O[C@H]1CN(C)C(=O)Nc1ccccc1
    -3, 3
> C[C@H]1CN([C@@H](C)CO)C(=O)c2cccc(N(C)C)c2O[C@H]1CN(C)Cc1ccc(C(F)(F)F)cc1
    -16, 5
> O=C(N/N=C\c1ccc2ccccc2c1O)c1ccccc1O
    62*, -130
> C[C@@H]1CCCCO[C@@H](CN(C)C(=O)NC2CCCCC2)[C@@H](C)CN([C@H](C)CO)C(=O)c2cc(NC(=O)Nc3ccccc3)ccc2O1
    -4, -9

The whole of this part, previewed entries included:
Under each structure: T cruzi HTS, INS-1E ATP HTS
> C[C@@H]1CN([C@@H](C)CO)C(=O)c2cc(NC(=O)Cc3ccccc3)ccc2O[C@@H]1CN(C)S(=O)(=O)c1cccs1
    22, 0
> C[C@H]1CN([C@@H](C)CO)C(=O)c2cc(NS(=O)(=O)c3ccc(Cl)cc3)ccc2O[C@H]1CN(C)S(=O)(=O)c1ccccc1
    12, -22
> C[C@@H]1CN([C@H](C)CO)C(=O)Cc2cc(N(C)C)ccc2O[C@H]1CN(C)C(=O)Nc1ccccc1
    -3, 3
> C[C@H]1CN([C@@H](C)CO)C(=O)c2cccc(N(C)C)c2O[C@H]1CN(C)Cc1ccc(C(F)(F)F)cc1
    -16, 5
> O=C(N/N=C\c1ccc2ccccc2c1O)c1ccccc1O
    62*, -130
> C[C@@H]1CCCCO[C@@H](CN(C)C(=O)NC2CCCCC2)[C@@H](C)CN([C@H](C)CO)C(=O)c2cc(NC(=O)Nc3ccccc3)ccc2O1
    -4, -9
> C[C@H](CO)N1C[C@H](C)[C@H](CN(C)S(=O)(=O)c2ccc(Cl)cc2)Oc2ccc(NC(=O)Cn3cnnn3)cc2C1=O
    -8, -4
> C[C@H](CO)N1C[C@H](C)[C@H](CN(C)Cc2ccc(Oc3ccccc3)cc2)Oc2c(NC(=O)Nc3cccc4ccccc34)cccc2C1=O
    66*, -59
> C[C@@H]1CN([C@@H](C)CO)C(=O)Cc2cc(NC(=O)NC3CCCCC3)ccc2O[C@@H]1CN(C)S(C)(=O)=O
    2, 7
> C[C@H](CO)N1C[C@H](C)[C@@H](CN(C)Cc2ccc(-c3ccccc3)cc2)Oc2c(NC(=O)Nc3ccc(C(F)(F)F)cc3)cccc2C1=O
    -27, -16
> O=C(CCCCC(=O)N/N=C/c1ccccc1[N+](=O)[O-])NO
    12, 14
> C[C@H]1CN([C@@H](C)CO)C(=O)Cc2cc(NS(=O)(=O)c3cn(C)cn3)ccc2O[C@@H]1CN(C)CC1CCCCC1
    -19, -4
> C[C@@H]1CN([C@H](C)CO)C(=O)CCCn2nncc2CO[C@@H]1CN(C)C(=O)c1ccc2ccn(C)c2c1
    -15, 2
> C[C@H](CO)N1C[C@H](C)[C@H](CN(C)C(=O)C2CC2)OCc2cn(nn2)CCCC1=O
    -12, /
> C[C@@H]1CN([C@@H](C)CO)C(=O)c2cccc(NS(C)(=O)=O)c2O[C@@H]1CN(C)S(=O)(=O)c1ccc(F)cc1
    -2, 6
> Cc1noc(C)c1NC(=O)Nc1ccc2c(c1)C(=O)N([C@@H](C)CO)C[C@@H](C)[C@H](CN(C)S(=O)(=O)c1ccccc1)O2
    1, 2
> CNC[C@H]1Oc2ccc(NC(=O)c3ccncc3)cc2CC(=O)N([C@@H](C)CO)C[C@@H]1C
    0, -2
> C[C@@H]1CN([C@H](C)CO)C(=O)Cc2cc(NS(=O)(=O)c3ccc(F)cc3)ccc2O[C@@H]1CN(C)CC1CC1
    5, 3
> CNC[C@@H]1Oc2ccc(NC(=O)CCCN(C)C)cc2C(=O)N([C@@H](C)CO)C[C@@H]1C
    -17, 1
> C[C@H]1CN([C@@H](C)CO)C(=O)c2cc(NC(=O)Nc3ccc4c(c3)OCO4)ccc2O[C@@H]1CN(C)Cc1ccc(-c2ccccc2)cc1
    10, -33
> C[C@H]1CN([C@@H](C)CO)C(=O)c2cc(NC(=O)Nc3cccc4ccccc34)ccc2O[C@H]1CN(C)S(=O)(=O)c1ccc(F)cc1
    65*, -15
> C[C@@H]1CN([C@H](C)CO)C(=O)c2cccc(NC(=O)NC3CCCCC3)c2O[C@H]1CN(C)Cc1ccc(-c2ccccc2)cc1
    34, -7
> O=C(NO)c1cccc(C(=O)N/N=C/c2cc3ccccc3n2S(=O)(=O)c2ccccc2)c1
    -23, -4
> COc1ccc(NC(=O)N(C)C[C@H]2Oc3c(NS(=O)(=O)c4cccs4)cccc3C(=O)N([C@H](C)CO)C[C@@H]2C)cc1
    0, 8
> CNC[C@H]1Oc2c(NS(=O)(=O)c3cn(C)cn3)cccc2C(=O)N([C@@H](C)CO)C[C@@H]1C
    -16, 5
> C[C@@H]1CN([C@@H](C)CO)C(=O)c2cccc(NS(=O)(=O)c3cn(C)cn3)c2O[C@H]1CN(C)Cc1ccc2c(c1)OCO2
    -25, 2
> C[C@@H]1CN([C@H](C)CO)C(=O)c2cccc(NC(=O)Nc3ccccc3)c2O[C@@H]1CN(C)S(=O)(=O)c1ccc(F)cc1
    1, -3
> CC(C)NC(=O)Nc1ccc2c(c1)C(=O)N([C@H](C)CO)C[C@@H](C)[C@@H](CN(C)S(=O)(=O)c1ccc(F)cc1)O2
    -9, 3
> C[C@@H]1CN([C@@H](C)CO)C(=O)c2cccc(NC(=O)Nc3ccc4c(c3)OCO4)c2O[C@H]1CN(C)S(=O)(=O)c1cn(C)cn1
    -15, 11
> C[C@H](CO)N1C[C@H](C)[C@H](CN(C)S(=O)(=O)c2cccs2)Oc2ccc(NS(=O)(=O)c3cccs3)cc2C1=O
    21, -4
> C[C@@H]1CN([C@@H](C)CO)C(=O)c2cccc(NC(=O)NC3CCCCC3)c2O[C@H]1CN(C)S(C)(=O)=O
    -5, 1
> CNC[C@@H]1Oc2ccc(NC(=O)CCC(F)(F)F)cc2C(=O)N([C@@H](C)CO)C[C@@H]1C
    -33, 13
> C[C@H]1CN([C@@H](C)CO)C(=O)c2cc(NC(=O)C3CC3)ccc2O[C@H]1CN(C)Cc1ccccc1
    5, /
> Cc1ccc(S(=O)(=O)N(C)C[C@H]2Oc3ccc(NS(=O)(=O)c4ccc(Cl)cc4)cc3C(=O)N([C@@H](C)CO)C[C@@H]2C)cc1
    8, 4
> CC(C)NC(=O)N(C)C[C@@H]1Oc2c(NC(=O)c3nc4ccccc4s3)cccc2C(=O)N([C@H](C)CO)C[C@@H]1C
    13, -2
> C[C@H]1CN([C@@H](C)CO)C(=O)Cc2cc(N(C)C)ccc2O[C@@H]1CN(C)CC1CC1
    -13, 0
> C[C@@H]1CN([C@H](C)CO)C(=O)Cc2cc(NC(=O)CCCCCC(=O)Nc3ccccc3N)ccc2O[C@@H]1CN(C)Cc1ccc(Cl)c(Cl)c1
    66*, -2
> CC(C)NC(=O)N(C)C[C@@H]1Oc2ccc(NC(=O)C3CC3)cc2C(=O)N([C@@H](C)CO)C[C@@H]1C
    -9, /
> C[C@H]1CN([C@@H](C)CO)C(=O)CCCn2cc(nn2)CO[C@H]1CN(C)C(=O)C1CC1
    -19, /
> COc1ccc(NC(=O)N(C)C[C@H]2Oc3c(NC(=O)Nc4ccccc4)cccc3C(=O)N([C@@H](C)CO)C[C@H]2C)cc1
    -49, 10
> C[C@@H]1CN([C@H](C)CO)C(=O)c2cccc(N(C)C)c2O[C@@H]1CN(C)Cc1ccc(-c2ccccc2)cc1
    -32, -19
> COc1ccc(S(=O)(=O)Nc2ccc3c(c2)CC(=O)N([C@H](C)CO)C[C@@H](C)[C@@H](CN(C)C(=O)Nc2ccc(F)cc2)O3)cc1
    -3, -1
> C[C@H](CO)N1C[C@H](C)[C@H](CN(C)C(=O)Nc2ccc3c(c2)OCO3)Oc2ccc(NC(=O)CCC(F)(F)F)cc2C1=O
    -8, 2
> COc1ccc(NC(=O)N(C)C[C@H]2Oc3c(NS(=O)(=O)c4c(C)noc4C)cccc3C(=O)N([C@@H](C)CO)C[C@H]2C)cc1
    0, 2
> Cc1noc(C)c1S(=O)(=O)Nc1cccc2c1O[C@@H](CN(C)Cc1ccc(-c3ccccc3)cc1)[C@@H](C)CN([C@@H](C)CO)C2=O
    1, -6
> COc1ccc(CN(C)C[C@H]2Oc3c(NS(=O)(=O)c4ccc(OC)cc4)cccc3C(=O)N([C@@H](C)CO)C[C@@H]2C)cc1
    3, 1
> C[C@@H]1CN([C@@H](C)CO)C(=O)Cc2cc(NC(=O)Nc3ccc(C(F)(F)F)cc3)ccc2O[C@@H]1CN(C)Cc1ccc(C(=O)Nc2ccccc2N)cc1
    84*, -28
> C[C@H]1CN([C@@H](C)CO)C(=O)c2cc(NS(=O)(=O)c3ccc(F)cc3)ccc2O[C@H]1CN(C)CC1CCCCC1
    10, -2
> C[C@H](CO)N1C[C@H](C)[C@@H](CN(C)Cc2ccc(C(F)(F)F)cc2)Oc2ccc(NC(=O)NC3CCCCC3)cc2C1=O
    4, -38
> CNC[C@H]1Oc2ccc(NS(=O)(=O)c3c(C)noc3C)cc2C(=O)N([C@H](C)CO)C[C@H]1C
    9, 8
> C[C@@H]1CCCCO[C@@H](CN(C)Cc2ccc(Cl)c(Cl)c2)[C@@H](C)CN([C@H](C)CO)C(=O)c2cc(NC(=O)CCCN(C)C)ccc2O1
    -27, -5
> COc1ccc(NC(=O)Nc2ccc3c(c2)CC(=O)N([C@H](C)CO)C[C@@H](C)[C@H](CN(C)Cc2ccc(Cl)c(Cl)c2)O3)cc1
    ?, -29
> C[C@@H]1CN([C@@H](C)CO)C(=O)c2cccc(NC(=O)NC3CCCCC3)c2O[C@H]1CN(C)C(=O)Nc1ccc2c(c1)OCO2
    1, 4
> COc1ccc(S(=O)(=O)Nc2ccc3c(c2)C(=O)N([C@@H](C)CO)C[C@H](C)[C@H](CN(C)Cc2ccc4c(c2)OCO4)O3)cc1
    1, /
> CC(C)NC(=O)N(C)C[C@@H]1Oc2ncc(C#CCN(C)C)cc2C(=O)N([C@H](C)CO)C[C@@H]1C
    -9, /
> C[C@@H]1CN([C@H](C)CO)C(=O)c2cccc(NS(=O)(=O)c3ccc(F)cc3)c2O[C@@H]1CN(C)C(=O)Nc1ccccc1
    -8, 16
> C[C@@H]1CN([C@@H](C)CO)C(=O)c2cccc(NC(=O)NC3CCCCC3)c2O[C@@H]1CN(C)Cc1ccc2c(c1)OCO2
    -43, -13
> COc1ccc(S(=O)(=O)N(C)C[C@H]2Oc3ccc(NC(=O)Nc4ccccc4)cc3CC(=O)N([C@@H](C)CO)C[C@@H]2C)cc1
    -9, 14
> COc1ccc(S(=O)(=O)N(C)C[C@H]2Oc3ccc(NC(=O)NC4CCCCC4)cc3C(=O)N([C@@H](C)CO)C[C@@H]2C)cc1
    -19, /
> COc1ccc(CN(C)C[C@H]2Oc3ccc(NS(=O)(=O)c4ccc(Cl)cc4)cc3CC(=O)N([C@H](C)CO)C[C@H]2C)cc1
    71*, -5

Reprinted from the part before: 2 entries; new compounds follow.
Under each structure: T cruzi HTS, INS-1E ATP HTS
> COc1ccc(S(=O)(=O)N(C)C[C@H]2Oc3ccc(NC(=O)NC4CCCCC4)cc3C(=O)N([C@@H](C)CO)C[C@@H]2C)cc1
    -19, /
> COc1ccc(CN(C)C[C@H]2Oc3ccc(NS(=O)(=O)c4ccc(Cl)cc4)cc3CC(=O)N([C@H](C)CO)C[C@H]2C)cc1
    71*, -5
> C[C@H](CO)N1C[C@H](C)[C@H](CN(C)S(=O)(=O)c2ccccc2C#N)OCc2cn(nn2)CCCC1=O
    -11, /
> C[C@H]1CN([C@@H](C)CO)C(=O)CCCn2cc(nn2)CO[C@H]1CN(C)C(=O)c1cc(-c2ccccc2)on1
    -14, 2
> CNC[C@@H]1Oc2c(NS(=O)(=O)c3ccc(OC)cc3)cccc2C(=O)N([C@@H](C)CO)C[C@H]1C
    -21, 3
> C[C@H]1CN([C@@H](C)CO)C(=O)Cc2cc(NC(=O)Nc3ccc4c(c3)OCO4)ccc2O[C@H]1CN(C)Cc1ccc(Oc2ccccc2)cc1
    22, -12
> Cc1noc(C)c1S(=O)(=O)Nc1ccc2c(c1)C(=O)N([C@H](C)CO)C[C@@H](C)[C@H](CN(C)C(=O)NC1CCCCC1)O2
    -22, /
> Cc1ccc(S(=O)(=O)N(C)C[C@@H]2Oc3ccc(NC(=O)NC(C)C)cc3CC(=O)N([C@H](C)CO)C[C@@H]2C)cc1
    -30, 4
> Cc1noc(C)c1S(=O)(=O)Nc1ccc2c(c1)CC(=O)N([C@H](C)CO)C[C@@H](C)[C@H](CN(C)C(=O)NC(C)C)O2
    -12, 6
> Cc1noc(C)c1NC(=O)N(C)C[C@@H]1OCc2cnnn2CCCC(=O)N([C@@H](C)CO)C[C@H]1C
    -19, /
> C[C@@H]1CN([C@H](C)CO)C(=O)c2cc(NS(C)(=O)=O)ccc2O[C@@H]1CN(C)Cc1ccc2c(c1)OCO2
    3, 7
> COc1ccc(NC(=O)Nc2ccc3c(c2)C(=O)N([C@H](C)CO)C[C@H](C)[C@@H](CN(C)S(C)(=O)=O)OCCCC[C@@H](C)O3)cc1
    -13, 13
